High-throughput results deposited in PubChem by several laboratories.
CSN inh: inhibitors of CSN-mediated cullin deneddylation, primary screen, biochemical, fluorescence polarization, uHTS; COP9 signalosome complex subunit 5 (Homo sapiens), Q92905; Purified CSN, SCF-Nedd8-OG deneddylation; inhibition, % at 12.5 µM; 360,000 compounds, 0.38% hits; AID 651999, 2013;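 active means pattern-corrected inhibition above about 35%, with an unprinted fluorescence ratio check between 0.5 and 1.5, limit read from the data, passing the limit was not always enough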;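 further: 0% = enzyme with substrate and 100% = substrate without enzyme; some results filed as inactive read as strong as hits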
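Schedule: reaction 90 min, room temperature / Assay system: HEK293T-derived human Csn5 enzyme / Input: Csn5 at 0.24 nM final / Measure: inhibition of Csn5 cleavage, % / Control set: substrate-only high control, full reaction low control / Technique: fluorescence polarization of the substrate / Buffer or medium: Tris/NaCl/DTT buffer, pH 7.5 / Reagent: SCFSkp2-Nedd8OG substrate at 10 nM final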
LMPTP block: LMPTP phosphatase inhibitors, primary screen, biochemical, fluorescence intensity, uHTS; Low molecular weight phosphotyrosine protein phosphatase (Homo sapiens), P24666; 360,000 compounds, 0.22% hits; recombinant LMPTP-A, OMFP fluorogenic substrate; AID 651560, 2012; inhibition, % at 20 µM;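 active means compounds that cut the enzyme signal by at least half of the control window in the single-dose screen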;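 further: plate controls were DMSO wells with enzyme plus substrate for no effect and substrate without enzyme for full effect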
Target sequence (P24666 whole entry, looked up): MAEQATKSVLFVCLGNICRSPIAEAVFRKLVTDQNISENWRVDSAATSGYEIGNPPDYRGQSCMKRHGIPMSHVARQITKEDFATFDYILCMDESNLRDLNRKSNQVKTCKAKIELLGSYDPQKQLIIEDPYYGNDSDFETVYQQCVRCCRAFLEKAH
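Material: LMPTP-A; amount: 0.625 nM enzyme; doses: single 20 µM dose; times: reaction 50 min, room temperature, dark; technique: fluorescence intensity of OMFP turnover product; benchmarks: no-enzyme and uninhibited controls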
Rpn11 block: Rpn11 (PSMD14) deubiquitinase inhibitors, primary screen, biochemical, fluorescence polarization, uHTS; 360,000 compounds, 0.59% hits; calls only at 20 µM; human 26S proteasome, Ub4-pepOG fluorescence polarization; 20S core pre-blocked with epoxomicin;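 active means inhibition at 20 µM, scaled to each plate's controls, above about 33%, limit read from the data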
Target sequence (O00487 whole entry, looked up): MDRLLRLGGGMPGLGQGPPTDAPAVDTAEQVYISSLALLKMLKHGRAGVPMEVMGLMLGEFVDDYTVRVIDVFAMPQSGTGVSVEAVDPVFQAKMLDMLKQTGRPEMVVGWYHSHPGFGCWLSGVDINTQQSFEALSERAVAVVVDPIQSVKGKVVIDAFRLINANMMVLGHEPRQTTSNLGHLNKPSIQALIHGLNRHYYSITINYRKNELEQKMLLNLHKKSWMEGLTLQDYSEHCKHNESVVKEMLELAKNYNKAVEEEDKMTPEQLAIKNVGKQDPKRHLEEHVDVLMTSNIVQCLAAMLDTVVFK
NadD inh: inhibitors of S. aureus NadD, primary screen, biochemical, colorimetric, uHTS; Nicotinate-nucleotide adenylyltransferase NadD (Staphylococcus aureus N315); purified NadD enzyme, colorimetric absorbance read-out; inhibition, % at 20 µM; 360,000 compounds, 0.78% hits; in the data active means inhibition above about 26%; further: some compounds past the cut are filed as inactive
SUMO1 PPI mod: modulators of SUMO1 protein-protein interactions, primary screen, biochemical, uHTS; Small ubiquitin-related modifier 1 (Homo sapiens), P63165; SUMO1 binding to a labelled peptide, TR-FRET, 1 h; inhibition, % at 20 µM; 360,000 compounds, 0.33% hits; AID 602429, 2012; in the data active means inhibition above about 37%
Target sequence (P63165 whole entry, looked up): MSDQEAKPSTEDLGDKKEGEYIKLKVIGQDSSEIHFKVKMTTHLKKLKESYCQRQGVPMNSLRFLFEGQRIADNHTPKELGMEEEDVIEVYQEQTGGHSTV
DNMT1 block: human DNMT1 methyltransferase inhibitors, primary screen, biochemical, molecular beacon, fluorescence, HinP1I cleavage, uHTS. inhibition (reported as % activation of signal), % at 10 µM. 360,000 compounds, 0.83% hits. AID 588458, 2011; in the data active means inhibition above about 50%
STEP block: STEP phosphatase inhibitors, primary screen, biochemical, fluorescence intensity, uHTS | Tyrosine-protein phosphatase non-receptor type 5 (Homo sapiens), P54829 | recombinant STEP, OMFP fluorogenic substrate | inhibition, % at 20 µM | 360,000 compounds, 0.25% hits | AID 588621, 2011;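 active means inhibition at 20 µM, scaled per plate between control wells, above about 37%, limit read from the data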;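 further: 0% = DMSO with enzyme and substrate and 100% = substrate only without enzyme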
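System: STEP (striatal-enriched tyrosine phosphatase) enzyme, cell-free; medium: Bis-Tris pH 6.0 buffer with DTT, detergent; dosing: 20 µM, 1% DMSO; times: reaction 20 min, ambient temperature; detection: fluorescence, 480/540 nm; read-out basis: normalized % inhibition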
Scp-1 inhibitor: Scp-1 phosphatase inhibitors, primary screen, biochemical, colorimetric, uHTS. Carboxy-terminal domain RNA polymerase II polypeptide A small phosphatase 1 (Homo …. Recombinant Scp1, phosphopeptide, malachite green phosphate absorbance. inhibition, % at 20 µM. 340,000 compounds, 0.88% hits. AID 493091, 2011;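 active means inhibition above about 50% at 20 µM, limit read from the data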;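 further: plate controls were DMSO wells with enzyme for no effect and wells lacking enzyme for full effect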
Target sequence (Q9GZU7 76-261 limits assumed): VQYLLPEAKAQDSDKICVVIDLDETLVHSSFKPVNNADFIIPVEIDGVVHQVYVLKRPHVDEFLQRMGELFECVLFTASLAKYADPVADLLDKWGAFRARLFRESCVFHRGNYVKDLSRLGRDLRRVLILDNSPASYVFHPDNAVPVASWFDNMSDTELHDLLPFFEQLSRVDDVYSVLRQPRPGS
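System: truncated SCP-1 phosphatase (76-261aa); medium: Tris acetate buffer pH 5.5 with MgCl2 and Tween-20; incubation: 45 min room-temperature reaction, 5 min colour, 30 min stabiliser; compound: single 20 µM dose, 1% DMSO; reagent: Phosphorylated 17-residue peptide substrate; read-out: % inhibition at 20 µM; technique: colorimetric free-phosphate detection, absorbance 630 nm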
TbMetRS inhib: T. brucei MetRS inhibitors, primary screen, biochemical, luminescence. purified T. brucei MetRS, ATP depletion, Kinase-Glo luminescence. 360,000 compounds, 0.4% hits. AID 624268, 2012. inhibition, % at 11.9 µM;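 active means inhibition above a per-plate cutoff of the control wells' mean inhibition plus 3 SD, cut at about 5.5% in these data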;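 further: 0% = DMSO wells median and 100% = median of wells with control inhibitor compound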
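Test system: purified T. brucei MetRS enzyme. Also added: ATP, methionine and E. coli bulk tRNA substrates. Compound: 11.9 µM single point. Schedule: 15 min enzyme-compound preincubation, 2 h reaction, 10 min detection, 25 °C. Signal: luciferase luminescence of residual ATP, Kinase-Glo. Evaluation: percent inhibition versus plate control medians. Controls: DMSO wells, low control.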
PABP1 MLLE inh: inhibitors of PABP1 MLLE–PAM2 peptide binding, primary screen, biochemical, fluorescence polarization, FITC-PAM2, GST-MLLE. 360,000 compounds, 0.36% hits. inhibition, % at 20 µM; in the data active means inhibition above about 35%, passing the limit was not always enough;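 further: plate controls were DMSO wells with GST-MLLE for no effect and wells lacking GST-MLLE protein for full effect; some results filed as inactive read as strong as hits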
* hit, by the source's call; i = inactive; x = not tested or not shown.

nr	mol	Rpn11 block	NadD inh	STEP block	DNMT1 block	PABP1 MLLE inh	Scp-1 inhibitor	TbMetRS inhib	CSN inh	LMPTP block	SUMO1 PPI mod
1	Cc1ccc(CN(C(=O)c2ccccc2[N+](=O)[O-])C2CCS(=O)(=O)C2)o1 (centres undefined)	i	-5	-2	0	6	1	-0.9	-3	-1.4	-20
2	COc1ccc(N2C(=O)CC(C)(C)CC2=O)cc1OC	i	1	0	0	1	-10	-0.1	0	-2.0	2
3	Cn1c(/C(C#N)=C(\O)c2cccc(F)c2)nc2ccccc21	i	0	-1	1	2	21	-1.9	1	-2.5	2
4	CC(C)C(=O)Nc1cc(C(F)(F)F)ccc1-n1ccnc1	i	-19	-5	1	1	-3	-0.7	-2	0.0	-2
5	CCCS(=O)(=O)C(=C(Nc1ccc(OC)cc1)Nc1ccc(OC)cc1)S(=O)(=O)CCC	i	-4	2	-1	2	-5	0.7	-1	-0.1	1
6	COc1cc(C(=O)NCCc2ccc(S(=O)(=O)N3CCCC3)cc2)cc(OC)c1OC	i	-10	-1	-1	-6	-3	-0.1	5	-1.1	3
7	CN(CC(=O)NC(=O)NC1CCCCC1)CC(=O)Nc1ccccc1C(F)(F)F	i	-1	-2	3	-13	x	-0.3	-3	0.8	-4
8	CSc1cccc(NC(=O)CN2C(=O)c3ccccc3S2(=O)=O)c1	i	-4	-4	-6	-3	-15	2.1	-4	-0.4	3
9	CC(C)(C)Nc1nc2cc([N+](=O)[O-])ccc2o1	i	-6	1	-1	-2	-7	-0.2	-1	-2.3	-23
10	CCOC1(OCC)C(c2ccc(N)cc2)C(C#N)(C#N)C1(OCC)OCC (centres undefined)	i	-5	1	-2	-17	-8	-0.2	-1	2.2	-5
11	Cc1ccc(/C=C/S(=O)(=O)NCc2ccc(F)cc2)cc1	i	-5	2	4	-1	-3	-1.0	-21	3.4	-1
12	CCC(C(=O)NC1CC1)n1nc(C)c2c(C)n(-c3ccc(C)cc3)nc2c1=O (centres undefined)	i	-3	-1	-2	-12	0	-0.6	-2	-0.3	-2
13	Cc1occc1-c1nnc(SCC(=O)N2CCN(c3ccc(F)cc3)CC2)n1C	i	-4	1	3	-4	-9	0.0	8	-0.6	-1
14	Cc1cc(C)cc(N(CC(=O)NC(C)(C)C)C(=O)CNC(=O)c2cccs2)c1	i	2	6	1	3	-5	-0.1	0	-1.7	-1
15	Cc1ccc(/C=C/C(=O)Nc2ccc(Oc3ccccc3)cc2)o1	i	3	1	-5	12	-11	-1.0	1	2.5	-4
16	O=C(N/N=C/c1cc(Br)ccc1O)C(=O)Nc1ccccc1OC(F)(F)C(F)F	i	6	0	19	-2	-8	-0.7	4	-0.9	1
17	Cc1nc(N2CCN(S(=O)(=O)c3ccccc3C#N)CC2)c2c(-c3ccccc3)csc2n1	i	18	4	-3	-12	8	-0.2	-3	4.0	-6
18	O=C(Cn1c(=O)n(Cc2ccco2)c(=O)c2ccccc21)Nc1cccc(Cl)c1	i	-3	-5	1	0	-15	1.4	3	1.1	3
19	COC(=O)C1=C(C)NC(C)=C(C(=O)OCC2CCCO2)C1c1cccc(Br)c1 (centres undefined)	i	-12	1	3	1	-12	-0.3	5	0.3	0
20	O=C(NN1C(=O)c2ccccc2NC1c1ccco1)c1ccccc1 (centres undefined)	i	1	2	0	4	-6	-1.2	-1	0.3	-1
21	CCOc1ccc(N2CC(C(=O)NCCC3=CCCCC3)CC2=O)cc1 (centres undefined)	i	1	-1	1	-2	-11	-0.5	0	-0.6	-3
22	COc1cc(/C=N/N=C2\CC3CCC2(C)C3(C)C)ccc1O (centres undefined)	i	9	-1	-3	7	0	-0.1	3	0.4	-5
23	COc1ccc(CCN(C)C(=O)c2ccc(S(=O)(=O)Nc3ccccc3F)cc2)cc1OC	i	-9	2	4	-22	-11	-0.5	-2	-1.6	2
24	CCN(CC)c1ccc(NC(=O)C2CCC(CNc3c(N4CCCC4)c(=O)c3=O)CC2)c(C)c1 (centres undefined)	i	-2	1	-2	-11	-4	-0.7	-1	0.8	-1
25	CCN(CC(=O)Nc1c(F)cccc1F)C(=O)c1ccc(S(=O)(=O)N2CCC(C)CC2)cc1	i	1	1	2	-1	0	-0.1	-4	-1.5	-2
26	COc1ccc([C@@H]2CC=C(C(=O)O)[C@H](c3ccc(C(C)(C)C)cc3)N2S(=O)(=O)c2ccc(C)cc2)cc1OC	i	9	0	3	-6	4	0.2	3	1.0	10
27	CCc1ccc(/C=C2/SC(=S)N(CCC(=O)Nc3cccnc3)C2=O)cc1	x	9	3	27	-19	1	0.1	17	0.0	-3
28	CN(C)S(=O)(=O)c1ccc(C(=O)OCC(=O)NCc2ccccc2)cc1	i	-5	-3	-1	4	-4	-0.1	2	-0.9	3
29	C=CCNC(=O)c1onc(CSc2ccc(F)cc2)c1C(=O)NCCOC	i	-7	0	27	-1	-4	-0.2	-4	-1.2	2
30	O=C(NCc1ccc(F)cc1F)[C@@H]1CCCN1C(=O)[C@@H]1CCCN1C(=O)c1cccs1	x	1	x	x	x	x	-0.7	-2	-1.5	-2

Reprinted at random: 5 records from the list, in no set order.
nr	mol	Rpn11 block	NadD inh	STEP block	DNMT1 block	PABP1 MLLE inh	Scp-1 inhibitor	TbMetRS inhib	CSN inh	LMPTP block	SUMO1 PPI mod
16	O=C(N/N=C/c1cc(Br)ccc1O)C(=O)Nc1ccccc1OC(F)(F)C(F)F	i	6	0	19	-2	-8	-0.7	4	-0.9	1
10	CCOC1(OCC)C(c2ccc(N)cc2)C(C#N)(C#N)C1(OCC)OCC (centres undefined)	i	-5	1	-2	-17	-8	-0.2	-1	2.2	-5
7	CN(CC(=O)NC(=O)NC1CCCCC1)CC(=O)Nc1ccccc1C(F)(F)F	i	-1	-2	3	-13	x	-0.3	-3	0.8	-4
13	Cc1occc1-c1nnc(SCC(=O)N2CCN(c3ccc(F)cc3)CC2)n1C	i	-4	1	3	-4	-9	0.0	8	-0.6	-1
9	CC(C)(C)Nc1nc2cc([N+](=O)[O-])ccc2o1	i	-6	1	-1	-2	-7	-0.2	-1	-2.3	-23

New compounds follow:
nr	mol	Rpn11 block	NadD inh	STEP block	DNMT1 block	PABP1 MLLE inh	Scp-1 inhibitor	TbMetRS inhib	CSN inh	LMPTP block	SUMO1 PPI mod
31	O=C1CCC(=O)c2oc3ccccc3c2N1	i	0	-2	0	18	4	-1.7	4	-0.8	-13
32	O=C(NCCC1=CCCCC1)C(=O)NCC(c1ccco1)N1CCN(c2ccc(F)cc2)CC1 (centres undefined)	i	-6	-1	9	4	-2	-0.1	-7	-0.4	-1
33	Cc1ccc(C)n1CCN1CCN(C(=O)CSc2nc3ccccc3nc2N2CCOCC2)CC1	i	-2	-3	-4	-9	-7	-0.1	9	-1.7	-4
34	COc1ccc(N(CC(O)Cn2c(C)nc3ccccc32)S(=O)(=O)c2ccc(C)cc2)cc1 (centres undefined)	i	5	0	-1	10	-2	-1.3	-2	2.0	0
35	O=C(CC1NCCNC1=O)OCCCc1ccccc1 (centres undefined)	i	6	-3	-2	3	-16	-0.6	10	-9.8	-7
36	CCCCC(=O)Nc1ccc(NC(=O)c2ccc([N+](=O)[O-])cc2Cl)cc1OC	i	-2	-3	0	1	-4	1.2	4	-0.3	-11
37	c1ccc2[nH]c(-c3cnco3)cc2c1	i	-5	0	-4	-4	4	0.3	0	1.1	-4
38	CCNc1nc(NCC)n2c(SCC(=O)Nc3ccc(CC)cc3)nnc2n1	i	11	22	1	-13	5	-0.3	2	0.5	3
39	Cc1ccc(C(=O)c2ccc(N3CCN(C)CC3)c([N+](=O)[O-])c2)cc1	i	-13	-3	-2	5	-7	0.4	-5	1.0	-20
40	CC1=C(C(=O)Nc2ccccc2)C(c2ccncc2)C(C#N)=C(SCC(=O)NC2CC2)N1 (centres undefined)	i	-2	0	0	-15	-4	0.0	-3	-3.9	-4
41	COc1ccc(CCNS(=O)(=O)c2ccc(-n3cnnn3)cc2)cc1OC	i	-1	1	0	0	-4	-0.1	0	-1.9	-1
42	COc1ccc(Cn2nnnc2C(c2ccc3ncccc3c2)N2CCN(C3CCCCC3)CC2)cc1 (centres undefined)	i	1	2	2	0	-3	-0.4	-4	2.1	-1
43	CN(C)C(=O)CSc1nc(SCC(=O)N(C)C)n(-c2ccccc2)n1	i	2	-2	-9	19	-1	-0.6	-1	-1.4	3
44	CCOc1ccc(CN(C)C(=O)CCN2C(=O)c3ccccc3C2=O)cc1OC	i	1	-2	2	-8	-6	0.0	3	-1.8	1
45	COc1cc(CCC(=O)OCC(=O)Nc2nc(C)c(Cl)cc2Cl)cc(OC)c1OC	i	-3	-1	9	5	-3	-0.3	-2	-2.7	-4
46	CCOC(=O)c1cnc(Cc2ccccc2)[nH]c1=O	i	-3	-6	-1	-5	-1	0.2	0	-3.1	0
47	CC(c1ccccc1)N(C)CC(=O)NC(=O)NCCC1=CCCCC1 (centres undefined)	i	1	-3	4	-16	-3	0.3	-1	-0.4	-1

This is a random part of the collection; 3.6% or so of the library scored in one or more.
